Bioassay records (PubChem)
OX1R antag = OX1R (HCRTR1) antagonists, primary screen, fluorescence, CHO/OX1R cells, Fluo-8 calcium, orexin A. Fluo-8 calcium fluorescence. inhibition, % at 5 µM. hit rate 0.43% among 330,000. AID 434989, 2010;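 active means inhibition above its plate's threshold, mean inhibition of all tested compounds on the plate plus 3 SD, cut at about 37% in these data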;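 further: 0% = orexin A challenge wells and 100% = SB-334867-A antagonist wells; not every result past the cut was called active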
Target sequence (O43613 whole entry, looked up): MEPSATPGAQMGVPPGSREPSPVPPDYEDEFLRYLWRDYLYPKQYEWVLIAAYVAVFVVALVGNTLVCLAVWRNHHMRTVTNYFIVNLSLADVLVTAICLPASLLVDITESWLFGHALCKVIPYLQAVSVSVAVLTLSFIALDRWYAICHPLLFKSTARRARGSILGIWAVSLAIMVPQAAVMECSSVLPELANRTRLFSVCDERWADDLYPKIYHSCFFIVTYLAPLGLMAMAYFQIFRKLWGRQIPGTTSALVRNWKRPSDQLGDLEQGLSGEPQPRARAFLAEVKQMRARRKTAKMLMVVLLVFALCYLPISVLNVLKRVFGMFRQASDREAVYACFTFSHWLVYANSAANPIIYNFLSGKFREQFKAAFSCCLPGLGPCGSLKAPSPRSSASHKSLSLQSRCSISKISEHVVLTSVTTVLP
CHT allo act = CHT positive allosteric modulators, primary screen, cell-based, membrane potential dye, choline EC20. hit rate 0.49% among 310,000. B-score at 10 µM. CHT-expressing cells; active compounds read high; LV-AA mutant CHT in HEK293 cells. AID 488977, 2010. High affinity choline transporter 1 (Homo sapiens), Q9GZV3;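 active means initial fluorescence not abnormally high and integrated response B-score, plate-corrected, over 3 SD above library mean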
Target sequence (Q9GZV3 whole entry, looked up): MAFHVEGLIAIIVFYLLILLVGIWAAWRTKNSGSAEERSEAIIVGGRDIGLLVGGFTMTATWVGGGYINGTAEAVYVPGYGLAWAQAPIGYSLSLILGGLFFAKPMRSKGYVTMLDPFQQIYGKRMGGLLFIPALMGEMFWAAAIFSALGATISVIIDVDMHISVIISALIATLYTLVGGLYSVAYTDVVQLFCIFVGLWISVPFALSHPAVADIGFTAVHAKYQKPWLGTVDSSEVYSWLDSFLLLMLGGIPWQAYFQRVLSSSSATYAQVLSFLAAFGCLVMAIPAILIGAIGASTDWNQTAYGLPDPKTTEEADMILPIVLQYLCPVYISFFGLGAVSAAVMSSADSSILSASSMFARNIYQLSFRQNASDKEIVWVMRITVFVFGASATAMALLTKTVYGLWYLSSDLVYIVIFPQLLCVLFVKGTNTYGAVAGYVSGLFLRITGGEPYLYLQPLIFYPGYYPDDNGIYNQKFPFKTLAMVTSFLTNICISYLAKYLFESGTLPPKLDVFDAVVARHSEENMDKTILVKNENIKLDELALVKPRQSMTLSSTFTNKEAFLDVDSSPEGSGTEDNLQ
An asterisk follows results filed as active; i = inactive; · = no result given.

SMILES	OX1R antag	CHT allo act
O=C(OCc1cccc(F)c1)c1ccc2c(=O)n3c(nc2c1)CCC3	-6	i
CSCCC(NC(=O)c1ccco1)C(=O)OCc1cc([N+](=O)[O-])cc2c1OCOC2 (configuration not stated)	-31	i
COc1ccc(CNC(=O)C[C@H]2C[C@H](C(=O)N3CCOCC3)[C@@]3(CCC4CCCC4)c4[nH]c5cc(-c6ccco6)ccc5c4CCN3C2=O)cc1OC	12	·
CC(=O)Nc1ccccc1NC(=O)c1ccc(C)c(C)c1	-11	i
Cc1cc(-n2cnnn2)cc(C)c1S(=O)(=O)NCCOc1ccccc1	-6	i
CC(=O)Oc1ccc(/C=C(\NC(=O)c2ccco2)C(=O)NCc2ccco2)cc1	11	i
CSc1nc(Cc2ccccc2)cc(=O)[nH]1	-7	i
CC(=O)Nn1c(C)nnc1-n1nc(C)cc1C	2	i
N#Cc1ccc(NCC(=O)N2CCN(S(=O)(=O)c3ccccc3)CC2)cc1	4	·
C[C@@H]1NS(=O)(=O)[C@H]2C[C@@H]3C=C[C@]2(O3)[C@H]1OC(=O)c1ccccc1Br	-1	·
COc1ccc([C@H]2CC(=O)C=C(c3ccnc4ccc(Cl)cc34)C2)cc1	40	·
COC(=O)CC(c1ccc(F)cc1)n1c(C)ccc1C (configuration not stated)	-21	i
O=C(NCc1ccc2c(c1)OCO2)Nc1ccc(F)cc1	5	i
COc1ccc(CNC(=O)CN2C(=O)NC(C)(c3ccc(Cl)cc3)C2=O)cc1 (configuration not stated)	-20	i
O=C(CSc1nc2ccccc2n1-c1ccccc1)Nc1ncc(Cl)cc1Cl	-22	i
O=Cc1cccc(OC(=O)Nc2ccccc2)c1	-19	i
O=C(COC(=O)[C@@H]1CCCN1C(=O)c1cccs1)NCCc1ccccc1	-15	i
CCCCn1nnnc1SCC(=O)NCc1ccco1	-11	i
FC(F)(F)c1nnc2ccc(Sc3ccccn3)nn12	6	i
CC(=O)c1ccc(NC(=O)c2ccn[nH]2)cc1	-14	i
CSc1ncccc1C(=O)OCC(=O)N(CC(C)C)c1c(N)n(Cc2ccccc2)c(=O)[nH]c1=O	13	i
CSC1=NC(=O)/C(=C\c2cccc3ccccc23)S1	-4	i
O=C(O)c1ccccc1N/N=C/c1cc(Br)cc(Br)c1O	3	i
Cc1ccccc1NC(=O)OCc1cccnc1Sc1ccc(Cl)cc1	-10	i
CC1C(=O)N(Cc2ccccc2F)c2ccccc2N1C(=O)c1c(F)cccc1F (configuration not stated)	27	i

Molecules listed so far that have a furan ring, fused or not:
SMILES	OX1R antag	CHT allo act
CSCCC(NC(=O)c1ccco1)C(=O)OCc1cc([N+](=O)[O-])cc2c1OCOC2 (configuration not stated)	-31	i
COc1ccc(CNC(=O)C[C@H]2C[C@H](C(=O)N3CCOCC3)[C@@]3(CCC4CCCC4)c4[nH]c5cc(-c6ccco6)ccc5c4CCN3C2=O)cc1OC	12	·
CC(=O)Oc1ccc(/C=C(\NC(=O)c2ccco2)C(=O)NCc2ccco2)cc1	11	i
CCCCn1nnnc1SCC(=O)NCc1ccco1	-11	i

Going on with the list.
SMILES	OX1R antag	CHT allo act
CC(C)CC(=O)Nc1ccc(-c2cn3cccnc3n2)cc1	-16	i
CCCn1c(-c2ccc(OC)cc2)nc2c(=O)n(C)c(=O)[nH]c21	-5	i
CC(OC(=O)Cc1c[nH]c2ccccc12)C(=O)NC1(C#N)CCCCC1 (configuration not stated)	-5	i
CCc1nc2ccccc2n1CC(=O)N1CCN(S(=O)(=O)c2cccc(C(F)(F)F)c2)CC1	-19	i
CC(=O)c1cc2c(cc1NC(=O)CN1CCN(c3cccc(C(F)(F)F)c3)CC1)OCO2	-10	i
S=c1nc[nH]c2c1cnn2-c1ccccc1	-7	i
Cc1cccc(NC(=O)c2ccccc2Br)n1	-16	i
O=C(COc1cccnc1[N+](=O)[O-])Nc1ncc(Cl)cc1Cl	-27	·
Cc1ccc(NS(=O)(=O)c2cc(NC(=O)c3ccc4c(c3)NC(=O)CS4)ccc2Cl)c(C)c1	-16	i
COC(=O)c1sccc1NC(=O)Nc1cccc([N+](=O)[O-])c1	-14	i
CCOc1ccc2nc(NCCNC(=O)C(C)(C)C)c(C)cc2c1	-6	i
O=C(NNC(=O)c1cccs1)c1ccc(Cl)nc1	-11	i
COC(=O)CSc1cc(C(F)(F)F)nc(-c2ccccn2)n1	-8	i
COc1ccccc1CCc1nnc(CCC(=O)NC(C)Cn2nc(C)cc2C)o1 (configuration not stated)	-13	i
CC(OC(=O)c1cccs1)C(=O)NC1CCCCC1C (configuration not stated)	-16	·
COC(=O)CSc1nnc(-c2ccccc2O)n1-c1ccc(C)cc1	-8	i
O=C(C1CCCN(Cc2ccccc2[N+](=O)[O-])C1)N1CCCC1 (configuration not stated)	·	i
COc1cc(C(=O)NC(=S)Nc2ccccc2N2CCOCC2)cc(OC)c1OC	-44	i
COc1ccc(/C=C2\SC(=S)N(CCC(=O)NC3=NCCS3)C2=O)cc1OC	-16	i
Cc1cccc(C)c1NC(=O)C(c1cccs1)N(Cc1ccco1)C(=O)Cn1nnc2ccccc21 (configuration not stated)	-20	i
O=C(CN1CCN(c2ccc(F)cc2)CC1)c1ccc2c(c1)OCO2	-3	i
CCN1Cc2c(cc(OC)c(OC)c2OC)-c2ccccc2S1(=O)=O	-3	·
CC(C)(C)c1ccc(C(=O)NCCNC(=O)c2ccco2)cc1	-2	i
COc1ccccc1NC(=O)c1ccc(NC(=O)COC(=O)c2cncc(Br)c2)cc1	14	·
N#Cc1cc2c(nc1SCC(=O)Nc1sc3c(c1C#N)CCC3)CCCCCC2	-14	i

Later entries
SMILES	OX1R antag	CHT allo act
COc1ccc(CN2C(=O)Cc3c2nc(N)c2c(N)nc(N4CCOCC4)c(C#N)c32)cc1	9	i
Nc1nc(-c2ccco2)c(-c2ccco2)s1	-9	i
CC(C)(C)P(=O)(CO)c1ccccc1 (configuration not stated)	6	i
CCN(CC)CCCNC(=O)CSc1nc(-c2ccc(F)cc2)cc(C(F)(F)F)n1	-20	i
COc1cc([N+](=O)[O-])ccc1NC(=O)COC(=O)c1c[nH]c(=O)[nH]c1=O	-11	·
CCCC/C=C/[C@H](c1ccccc1)[C@H](CO)Cc1cccnc1	-40	i
COc1ccc(CC(=O)N2CCN(c3cccc(C)c3C)CC2)cc1	-44	i
CC(C)C(=O)N(c1ccc2oc(=O)sc2c1)S(=O)(=O)c1cccs1	-2	i
Cc1nnc(SCC(=O)NC(=O)NC(C)(C)C)n1N	1	i
O=C(c1ccc2ncsc2c1)N1CCN(c2ccc(O)cc2)CC1	-21	i
COc1ccccc1C1/C(=C(/O)c2ccccc2)C(=O)C(=O)N1CCO (configuration not stated)	-13	i
CCS(=O)(=O)N1Cc2ccccc2CC1C(=O)NCCc1ccccc1 (configuration not stated)	-22	i
CNS(=O)(=O)c1cccc(C(=O)OCc2cc(=O)oc3c(C)c(O)ccc23)c1	12	i
COc1cc2c(cc1NC(=O)CSc1cccc[n+]1[O-])oc1ccccc12	-10	i
CC(C)(C)c1ccc(C(=O)Nc2ccc(O)c3c(=O)cc(-c4cccc(Cl)c4)oc23)cc1	-10	i
CSc1ccccc1C(=O)NCCOc1cccc(C)c1	-14	i
COc1ccc(Cl)cc1NC(=S)N(CCN1CCOCC1)C1CCN(C(C)=O)CC1	-6	i
CCCS(=O)(=O)c1c(S(=O)(=O)CCC)c2ccc(C(N)=O)cn2c1C(=O)OC	-21	i
CN(C(=O)COC(=O)c1ccccc1SCC(=O)NC1CCCCCCC1)C1CCS(=O)(=O)C1 (configuration not stated)	-9	i
Cn1c(=S)ccc2ccccc21	-4	i
OCCN(Cc1ccccc1)Cc1ccc(C(F)(F)F)cc1	-13	i
Nc1ccc(OCC(O)C[n+]2ccc(CCS(=O)(=O)[O-])cc2)cc1 (configuration not stated)	-11	i
CCC(=O)n1nc(-c2ccccc2)nc1NCc1ccccc1	-19	i
CCNc1ncnc2c1cnn2C	9	i
CC(Nc1ccc(Cl)c(Cl)c1)C(=O)NN (configuration not stated)	-20	i

Other compounds follow:
SMILES	OX1R antag	CHT allo act
CCOC(=O)CC1=C(C(=O)OCC)C(c2ccc(C)o2)C(C#N)=C(N)O1 (configuration not stated)	-5	i
COc1cc(/C=C2/N=C(c3ccccc3F)OC2=O)cc(Cl)c1OS(C)(=O)=O	-8	i
COc1ccccc1CNC(=O)CSc1nnc2c(Cl)cc(C(F)(F)F)cn12	-18	i
CC1CCCCC12NC(=O)N(CC(=O)OCc1c(F)cccc1Cl)C2=O (configuration not stated)	0	·
CCOc1ccc(-c2ccc(/C=C3/C(=N)N4C(C)=CSC4=NC3=O)o2)c([N+](=O)[O-])c1	0	i
O=C(Oc1cccc(C(=S)N2CCOCC2)c1)c1cc([N+](=O)[O-])cc([N+](=O)[O-])c1	-14	i
CCOC(=O)COc1cccc2c(=O)n(CC(=O)N3CCc4ccccc43)ccc12	-18	i
O=C(CN(Cc1ccccc1)C(=O)CCC(=O)Nc1ccccn1)NCc1ccco1	-28	i
COC(=O)N/N=C/c1ccc([N+](=O)[O-])o1	-13	i
O=C(CNS(=O)(=O)c1ccccc1)OCC(=O)c1ccccc1Cl	-10	i
Cc1ccc(OCCN2C(=O)CSC2=O)cc1	9	i
COc1ccccc1-n1c(SCC(=O)NC2CC2)nc2ccccc2c1=O	-17	·
[O-][N+]1=C(c2cccs2)CN(O)C1	-4	i
Cc1ccc(NC(=O)CSc2n[nH]c(N)n2)cc1S(=O)(=O)N1CCOCC1	-5	i
O=C(O)c1cnn2c1NC(c1cccs1)CC2C(F)(F)F (configuration not stated)	-10	i
Cc1nc2cc(N)ccc2n1C1CCCCC1	-13	i
COc1cccc(-c2nnc(NC(=O)c3ccc(S(=O)(=O)N4CCOCC4)cc3)o2)c1	-11	i
COc1ccccc1Cn1nnc2c(=O)[nH]c(C3CCN(C(=O)c4ccccc4Cl)CC3)nc21	-20	i
CCn1c(SC)nc2cc(S(=O)(=O)N3CCCCC3)ccc21	-15	·
COc1cccc(C(C)NC(=S)NCc2ccc(F)cc2)c1 (configuration not stated)	-12	i
Cc1ccc(S(=O)(=O)N2CCN(Cc3nc4ccccc4[nH]3)CC2)cc1C	-20	i
Cc1c(Nc2nc3ccccc3n3cnnc23)cccc1[N+](=O)[O-]	-23	i
COc1ccc(Cl)cc1NC(=O)CN(C)C(=O)c1ccc2c(c1)CC(c1ccccc1)OC2=O (configuration not stated)	-4	·
Cn1c(SCC(=O)Nc2nccs2)nnc1C12CC3CC(CC(C3)C1)C2	-13	i
CC(C)NC(=O)N(C)C[C@H]1Oc2ccc(NC(=O)C3CCCCC3)cc2C(=O)N([C@H](C)CO)C[C@@H]1C	-6	·

Quoted at random: 2 records from the list.
SMILES	OX1R antag	CHT allo act
CC1CCCCC12NC(=O)N(CC(=O)OCc1c(F)cccc1Cl)C2=O (configuration not stated)	0	·
COc1ccccc1-n1c(SCC(=O)NC2CC2)nc2ccccc2c1=O	-17	·

Quoted from the listing:
O=C(CNS(=O)(=O)c1ccccc1)OCC(=O)c1ccccc1Cl | OX1R antag = -10
Cc1nc2cc(N)ccc2n1C1CCCCC1 | OX1R antag = -13
COc1ccccc1CNC(=O)CSc1nnc2c(Cl)cc(C(F)(F)F)cn12 | OX1R antag = -18
Cc1ccc(S(=O)(=O)N2CCN(Cc3nc4ccccc4[nH]3)CC2)cc1C | OX1R antag = -20

Other entries follow.
SMILES	OX1R antag	CHT allo act
CC(C)CCOC(=O)C1C2C=CC3(CN(Cc4cccs4)C(=O)C13)O2 (configuration not stated)	-19	i
NC(=S)Nc1cc2ccccc2c2ccccc12	-16	i
N#CCCN(Cc1ccccc1)C(=O)c1cccs1	-7	i
Nc1nnc(CCS(=O)(=O)c2cc(Cl)ccc2Cl)s1	-20	i
CCOC(=O)C1CCN(C(=O)CN(c2cc(Cl)ccc2OC)S(=O)(=O)c2ccccc2)CC1	-13	i
CN(C)S(=O)(=O)c1ccc(/C(O)=C2/C(=O)C(=O)N(Cc3cccnc3)C2c2ccco2)cc1 (configuration not stated)	-7	i
O=C(CSc1nnc(COc2ccc(Cl)cc2)n1Cc1ccco1)c1ccccc1F	-17	i
Cc1nc2c(cnn2-c2ccccc2)c(=O)[nH]1	-8	i
Cc1ccc2[nH]c(O)c(N=O)c2c1	-6	i
Cc1cc(=O)n2nc(N3CCC(C(=O)NCCc4ccc(Cl)cc4)CC3)sc2n1	-15	i
COc1ccc(/C=C/C(=O)NC(=S)Nc2ccc(C(=O)O)cc2)cc1	1	i
Cc1csc(NC(=O)Cc2c[nH]c3ccccc23)n1	-19	i
CC(C)Oc1ccc(S(=O)(=O)N2CCCCC2)cc1NC(=O)CN1C(=O)NC(C)(C2CC2)C1=O (configuration not stated)	-17	·
CNC(=O)c1cc2c(-c3ccccc3)nn(C)c2s1	5	i
CCc1nnc(NC(=O)CSc2nnc(Cc3cc(=O)[nH]c(=O)[nH]3)n2-c2cccc(OC)c2)s1	-10	i
Cc1cccc(-c2nnc3n2N=C(c2ccccc2)CS3)c1	-14	i
COc1ccc(C(=O)NCCc2ccccc2)cc1OC	-5	i
O=C(NCCCc1ccc(F)cc1)C1CCC(=O)N(CCCN2CCCC2=O)C1 (configuration not stated)	-33	i
O=C(N/N=C/c1ccco1)c1[nH]ncc1Br	·	i
CC(C)CC(=O)Nc1ccc(F)c(Cl)c1	-25	i
CCN(c1cccc(C)c1)S(=O)(=O)c1cc(CN2C(=O)c3cccnc3C2=O)ccc1OC	-25	i
CC(C(=O)Nc1ccc(S(=O)(=O)N2CCOCC2)cc1)N1CCN(c2ccccn2)CC1 (configuration not stated)	-6	i
CCOc1ccccc1N(C(C)=O)S(=O)(=O)c1ccc(Cl)cc1	-6	i
O=[n+]1cc(-c2ccc(F)cc2)n([O-])c2c1CCC2	-3	i
CCOC(=O)N1CCN(C(=O)/C(=C/c2ccc(F)cc2)NC(=O)c2ccccc2)CC1	-4	i
COc1cc(S(=O)(=O)N2CCCCCC2)ccc1Cl	-31	i
